Screens as filed in PubChem BioAssay.
Yeast superoxide: yeast age-related superoxide inhibition as caloric restriction mimetic; S. cerevisiae aged cells, superoxide DHE fluorescence; hits give low values; superoxide response (% of plate mean), % at 10 µM; 330,000 compounds, 0.18% hits;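 active = superoxide response under a set limit, about three screen SD below normal, cut at about 65% in these data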;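 note: yeast aged for seven days with compound at 30 °C before DHE staining; 100% = average MFI of all compound-treated wells on the plate with controls excluded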
AHR activator: human AHR activation | AHR-responsive luciferase reporter cells, luminescence | AID 2796 | activation, % at 5 µM | 320,000 compounds, 2.5% hits | P35869; in the data active = activation above about 47%;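 note: 0% = vehicle wells and 100% = reference agonist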
Target sequence (P35869 whole entry, looked up): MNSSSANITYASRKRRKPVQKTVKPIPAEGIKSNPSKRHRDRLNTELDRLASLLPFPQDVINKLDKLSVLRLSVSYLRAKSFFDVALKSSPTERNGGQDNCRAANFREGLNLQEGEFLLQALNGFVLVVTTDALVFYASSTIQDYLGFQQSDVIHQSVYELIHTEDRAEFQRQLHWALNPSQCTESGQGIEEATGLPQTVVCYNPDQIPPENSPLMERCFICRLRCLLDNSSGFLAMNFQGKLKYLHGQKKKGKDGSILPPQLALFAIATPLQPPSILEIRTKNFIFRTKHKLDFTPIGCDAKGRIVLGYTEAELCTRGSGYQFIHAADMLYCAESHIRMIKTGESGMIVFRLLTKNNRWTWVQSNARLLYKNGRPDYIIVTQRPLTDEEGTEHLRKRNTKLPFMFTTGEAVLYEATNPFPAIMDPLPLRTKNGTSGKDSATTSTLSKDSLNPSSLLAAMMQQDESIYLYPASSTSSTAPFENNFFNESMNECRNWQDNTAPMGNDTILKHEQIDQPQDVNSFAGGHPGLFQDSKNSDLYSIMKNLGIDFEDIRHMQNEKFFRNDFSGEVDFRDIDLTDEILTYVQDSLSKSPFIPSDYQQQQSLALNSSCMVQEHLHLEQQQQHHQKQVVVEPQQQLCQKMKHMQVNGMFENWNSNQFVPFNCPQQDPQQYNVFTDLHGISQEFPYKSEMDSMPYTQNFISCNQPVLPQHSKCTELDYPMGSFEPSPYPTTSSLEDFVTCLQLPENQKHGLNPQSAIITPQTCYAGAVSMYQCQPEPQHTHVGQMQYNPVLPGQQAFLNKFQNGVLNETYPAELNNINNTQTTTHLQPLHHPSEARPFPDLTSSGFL
GASC-1 inh: blocks human GASC-1 demethylase activity; GST-JMJD2C(1-420) H3K9me3 demethylation, DELFIA europium; 330,000 compounds, 0.069% hits; inhibition, % at 2.35 µM; AID 2099;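 active = more than half of a compound's replicate wells show inhibition beyond 50%, single wells judged on their own value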;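 note: signal counts dimethyl H3K9 product captured on neutravidin plate; 0% = median of DMSO wells and 100% = 0.3 times that DMSO median; strong numbers were not always called active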
MEP2-GFP yeast: modulators of TOR pathway MEP2-GFP in S. cerevisiae; S. cerevisiae MEP2-GFP strain, flow cytometry GFP, 3 h; 100% = DMSO control level; GFP response vs DMSO, % at 10 µM; 330,000 compounds, 0.51% hits; AID 2016;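 active = GFP response versus DMSO above a set limit, roughly screen mean plus 3 SD, cut at about 180% in these data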;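 note: median GFP fluorescence of the barcode-gated MEP2-GFP cells per well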
proCasp7 act: activates human procaspase-7, counter-screen for procaspase-3 activators; activation, % at 8.5 µM; 330,000 compounds, 0.093% hits; recombinant procaspase-7, Ac-DEVD-pNA absorbance 405 nm; D23A/D198A/D206A triple mutant, cannot self-cleave; scale: DMSO 0, 5 µM enzyme 100; AID 463210; P55210;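 active = percent activation above the screen-wide mean plus 3 SD, cut at about 25% in these data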
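Assay system: Uncleavable procaspase-7 mutant enzyme | Input: 2 µM procaspase-7 mutant as dispensed | Timing: 1 h compound preincubation, 2 h substrate cleavage, 25 °C | Repeats: One well per compound | Control set: DMSO wells as 0%, DMSO with 5 µM added PC-7 as 100% | Technique: Epi-absorbance of released pNA at 405 nm, two timepoints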
RPL19A-GFP yeast: yeast TOR pathway RPL19A-GFP modulation; S. cerevisiae RPL19A-GFP strain, flow cytometry, 3 h; hits give low values; percent response vs DMSO, % at 10 µM; 330,000 compounds, 0.3% hits;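 active = percent response vs DMSO below 50%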;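 note: median channel GFP fluorescence of the barcoded RPL19A-GFP strain; ratio of sample median GFP to plate DMSO average so 100% = DMSO; lower means less RPL19A-GFP as with rapamycin TOR inhibition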
LAP4-GFP MLPCN: alters LAP4-GFP fluorescence in TOR pathway yeast screen; S. cerevisiae LAP4-GFP multiplex, flow cytometry GFP, 3 h; median GFP as percent of DMSO wells; GFP response vs DMSO, % at 10 µM; 320,000 compounds, 0.34% hits;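 active = GFP response vs DMSO above a set limit, about the screen mean plus 3 SD, cut at about 150% in these data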
procasp3 activ: procaspase-3 (human) activation; recombinant procaspase-3 D3A, Ac-DEVD-pNA absorbance 405 nm; 330,000 compounds, 0.11% hits; AID 463141; activation, % at 8.5 µM;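 active = activation above the mean of all tested compounds plus 3 SD, cut at about 21% in these data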;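 note: 0% = DMSO alone and 100% = DMSO wells spiked with extra 5 µM PC-3 D3A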
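material = Procaspase-3 D3A mutant | probe or stimulus = Ac-DEVD-pNA | compound = single dose, 8.5 µM nominal compound, 0.8% DMSO | timing = 1 h preincubation, 2 h reaction | measured by = 405 nm absorbance of p-nitroaniline, reads at 0 and 120 min | benchmarks = DMSO-only low control, 5 µM PC-3 D3A high control | repeats = singlicate, each compound tested once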
Starred values were filed as active, the others as inactive. No enrichment for hits; overall some 3.8% were active at least once.

Screening O=C(OCCOCn1cc(Br)c(=O)[nH]c1=O)c1ccccc1 returned Yeast superoxide 91, AHR activator -1, GASC-1 inh -7, MEP2-GFP yeast 119, proCasp7 act 2, RPL19A-GFP yeast 112, LAP4-GFP MLPCN 113 and procasp3 activ -14.
Screening CC1CC(C)CN(C(=O)C2CCN(S(=O)(=O)N3CCC4(CC3)OCCO4)CC2)C1 (stereo not drawn) returned Yeast superoxide 115, AHR activator -2, GASC-1 inh 2, MEP2-GFP yeast 109, proCasp7 act 9, RPL19A-GFP yeast 109, LAP4-GFP MLPCN 105 and procasp3 activ 1.
For Cc1ccc(S(=O)(=O)N2CCCCC2)cc1C(=O)Nc1cccnc1 the results were Yeast superoxide 99, AHR activator 3, GASC-1 inh 1, MEP2-GFP yeast 104, proCasp7 act 9, RPL19A-GFP yeast 96, LAP4-GFP MLPCN 110 and procasp3 activ -5.
For Cn1c(=O)n(C)c2cc(NS(=O)(=O)c3ccc(F)cc3)ccc21 the results were Yeast superoxide 101, AHR activator -2, GASC-1 inh 12, MEP2-GFP yeast 113, proCasp7 act 5, RPL19A-GFP yeast 114, LAP4-GFP MLPCN 111 and procasp3 activ 1.
Screening COc1ccccc1CCNC(=O)C(=O)NCC1OCCN1S(=O)(=O)c1cc(F)ccc1F (stereo not drawn) returned Yeast superoxide 118, AHR activator 8, GASC-1 inh 15, MEP2-GFP yeast 102, proCasp7 act 5, RPL19A-GFP yeast 101, LAP4-GFP MLPCN 104 and procasp3 activ -6.
Screening Cn1c(=O)[nH]c(=O)c2c1nc(N1CCN(C(c3ccccc3)c3ccccc3)CC1)n2CCO returned Yeast superoxide 104, GASC-1 inh -3, MEP2-GFP yeast 139, RPL19A-GFP yeast 106 and LAP4-GFP MLPCN 121.
`COC(=O)CNC(=O)c1ccc(NS(=O)(=O)c2cc([N+](=O)[O-])ccc2Cl)cc1` gave Yeast superoxide 117, AHR activator 0, GASC-1 inh 3, MEP2-GFP yeast 103, proCasp7 act -8, RPL19A-GFP yeast 103, LAP4-GFP MLPCN 92 and procasp3 activ -2.
Screening Cc1ccc(/C=N/NC(=O)Cc2ccc(Cl)cc2)s1 returned Yeast superoxide 101, AHR activator 29, GASC-1 inh 7, MEP2-GFP yeast 104, proCasp7 act -3, RPL19A-GFP yeast 102, LAP4-GFP MLPCN 89 and procasp3 activ -7.
`O=C(OC1CCOC1=O)c1cc(-c2ccc(Cl)cc2)nc2ccccc12` (stereo not drawn) gave Yeast superoxide 106, AHR activator 0, GASC-1 inh -5, MEP2-GFP yeast 100, proCasp7 act 3, RPL19A-GFP yeast 105, LAP4-GFP MLPCN 98 and procasp3 activ 10.
For COc1ccc(OCCn2cc(/C(N)=N/O)c3ccccc32)cc1 the results were Yeast superoxide 96, AHR activator 3, GASC-1 inh -1, MEP2-GFP yeast 104, proCasp7 act 6, RPL19A-GFP yeast 104, LAP4-GFP MLPCN 109 and procasp3 activ 6.
`Nc1ncnc2c1ncn2[C@H]1C[C@H](O)[C@@H](COP(=O)(O)O)O1` gave Yeast superoxide 88, AHR activator -1, GASC-1 inh -19, MEP2-GFP yeast 102, proCasp7 act -2, RPL19A-GFP yeast 101, LAP4-GFP MLPCN 109 and procasp3 activ 3.
`NC(=O)C1(N2CCCCC2)CCN(C2CC(=O)NC2=O)CC1` (stereo not drawn) gave Yeast superoxide 91, AHR activator -2, GASC-1 inh 1, MEP2-GFP yeast 108, proCasp7 act -35, RPL19A-GFP yeast 94, LAP4-GFP MLPCN 91 and procasp3 activ -21.
Cc1ccc(S(=O)(=O)N2CCCCC2)cc1NC(=O)COC(=O)Cc1c(F)cccc1Cl was read as Yeast superoxide 97, AHR activator 2, GASC-1 inh 12, MEP2-GFP yeast 107, proCasp7 act 0, RPL19A-GFP yeast 106, LAP4-GFP MLPCN 107 and procasp3 activ 5.
`O=S(=O)(NCc1ccc(F)cc1)c1ccccc1Br` gave Yeast superoxide 90, AHR activator -1, GASC-1 inh 1, MEP2-GFP yeast 85, proCasp7 act 15, RPL19A-GFP yeast 88, LAP4-GFP MLPCN 98 and procasp3 activ 6.
`O=C(Nc1cccnc1Cl)c1cc(-c2ccccc2O)on1` gave Yeast superoxide 94, AHR activator 5, GASC-1 inh -28, MEP2-GFP yeast 100, proCasp7 act -6, RPL19A-GFP yeast 105, LAP4-GFP MLPCN 100 and procasp3 activ 9.
Screening C=CCn1c(=NC(=O)c2ccco2)sc2cc(C(=O)OC)ccc21 returned Yeast superoxide 103, AHR activator 0, GASC-1 inh -4, MEP2-GFP yeast 117, proCasp7 act 11, RPL19A-GFP yeast 97, LAP4-GFP MLPCN 128 and procasp3 activ -4.
Cc1ccc(NC(=O)N2CCC(NC(=O)C(C)(C)C)CC2)cc1 was read as Yeast superoxide 89, AHR activator 0, GASC-1 inh -6, MEP2-GFP yeast 104, proCasp7 act 5, RPL19A-GFP yeast 103, LAP4-GFP MLPCN 98 and procasp3 activ -4.
`O=[N+]([O-])c1cccc(-c2cc3cccc[n+]3cc2-c2cccc([N+](=O)[O-])c2)c1` gave Yeast superoxide 96, AHR activator 1, GASC-1 inh 4, MEP2-GFP yeast 106, proCasp7 act 4, RPL19A-GFP yeast 107, LAP4-GFP MLPCN 99 and procasp3 activ -1.
CCOc1ccccc1N(CC(=O)Nc1ccc(S(=O)(=O)N2CCOCC2)cc1)S(=O)(=O)c1ccc(Cl)cc1 was read as Yeast superoxide 70, AHR activator 2, GASC-1 inh -2, MEP2-GFP yeast 111, proCasp7 act -1, RPL19A-GFP yeast 109, LAP4-GFP MLPCN 101 and procasp3 activ -5.
For COc1cc(NC(=S)N2CCN(Cc3ccccc3)CC2)cc(OC)c1 the results were Yeast superoxide 83, AHR activator 5, GASC-1 inh 6, MEP2-GFP yeast 97, proCasp7 act -11, RPL19A-GFP yeast 98, LAP4-GFP MLPCN 86 and procasp3 activ -8.
Screening Cc1ccc2c(c1)c1c(n2C)C(C(N)=O)CCC1 (stereo not drawn) returned Yeast superoxide 88, AHR activator 3, GASC-1 inh 1, MEP2-GFP yeast 90, proCasp7 act 0, RPL19A-GFP yeast 103, LAP4-GFP MLPCN 97 and procasp3 activ -1.
`CCCOc1cccc(C(=O)NCCCNC(=O)c2cccnc2)c1` gave Yeast superoxide 100, AHR activator 1, GASC-1 inh 0, MEP2-GFP yeast 96, proCasp7 act 7, RPL19A-GFP yeast 101, LAP4-GFP MLPCN 94 and procasp3 activ 2.
`Cc1nc2ccc(NC(=O)c3ccc(S(=O)(=O)N(C)C)cc3)cc2s1` gave Yeast superoxide 102, AHR activator 0, GASC-1 inh 4, MEP2-GFP yeast 100, proCasp7 act 3, RPL19A-GFP yeast 102, LAP4-GFP MLPCN 110 and procasp3 activ -3.
Screening CC(=O)NN1C(=O)/C(=C\c2ccc(Cl)cc2)SC1=S returned Yeast superoxide 88, AHR activator 2, GASC-1 inh -7, MEP2-GFP yeast 105, proCasp7 act -19, RPL19A-GFP yeast 110, LAP4-GFP MLPCN 98 and procasp3 activ -16.
For COC(=O)C1=C(C)N=C2SC(C)C(=O)N2C1c1ccc(C(=O)OC)cc1 (stereo not drawn) the results were Yeast superoxide 94, AHR activator 16, GASC-1 inh -6, MEP2-GFP yeast 102, proCasp7 act -19, RPL19A-GFP yeast 97, LAP4-GFP MLPCN 97 and procasp3 activ -15.
`Cc1cccc(OCc2nnc(SC(C)C(=O)O)n2-c2ccccc2)c1` (stereo not drawn) gave Yeast superoxide 125, AHR activator -3, GASC-1 inh 5, MEP2-GFP yeast 104, proCasp7 act 6, RPL19A-GFP yeast 99, LAP4-GFP MLPCN 89 and procasp3 activ 5.
Screening Oc1ccc(C2Nc3cccc4cccc(c34)N2)c(O)c1 returned Yeast superoxide 100, AHR activator 3, GASC-1 inh 1, MEP2-GFP yeast 100, proCasp7 act -3, RPL19A-GFP yeast 98, LAP4-GFP MLPCN 94 and procasp3 activ -2.
Screening COc1ccc(Cn2c(C(C)C)nc3sc4ccccc4c(=O)c3c2=O)cc1 returned Yeast superoxide 93, AHR activator -3, GASC-1 inh 10, MEP2-GFP yeast 96, proCasp7 act 7, RPL19A-GFP yeast 97, LAP4-GFP MLPCN 108 and procasp3 activ -4.
For COc1ccccc1N(CC(O)CN1CCC(C)CC1)S(=O)(=O)c1ccccc1 (stereo not drawn) the results were Yeast superoxide 96, AHR activator -1, GASC-1 inh -3, MEP2-GFP yeast 109, proCasp7 act 2, RPL19A-GFP yeast 100, LAP4-GFP MLPCN 96 and procasp3 activ 8.
For Cc1cccc(NC(=O)CNC(=O)c2ccc3c(c2)OCO3)n1 the results were Yeast superoxide 107, AHR activator 50*, GASC-1 inh 2, MEP2-GFP yeast 94, proCasp7 act 6, RPL19A-GFP yeast 95, LAP4-GFP MLPCN 105 and procasp3 activ 2.
`CCOc1ccc(N(CC)S(=O)(=O)c2cccc3nsnc23)cc1` gave Yeast superoxide 87, AHR activator 5, GASC-1 inh -19, MEP2-GFP yeast 105, proCasp7 act 2, RPL19A-GFP yeast 92, LAP4-GFP MLPCN 107 and procasp3 activ 3.
For CC1(c2nnc(Cc3ccccc3)o2)CC(c2ccccc2)=NO1 (stereo not drawn) the results were Yeast superoxide 101, AHR activator -1, GASC-1 inh -17, MEP2-GFP yeast 88, proCasp7 act 3, RPL19A-GFP yeast 98, LAP4-GFP MLPCN 138 and procasp3 activ 3.
Screening Cc1ccc(C(=O)N/C(=C/c2ccco2)C(=O)NCC2CCCO2)cc1 (stereo not drawn) returned Yeast superoxide 97, AHR activator -1, GASC-1 inh -53, MEP2-GFP yeast 102, proCasp7 act 2, RPL19A-GFP yeast 100, LAP4-GFP MLPCN 103 and procasp3 activ -6.
`CCN(CC)C(=O)NC1CC2CCCC(C1)N2Cc1ccccc1` (stereo not drawn) gave Yeast superoxide 135, AHR activator -2, GASC-1 inh 5, MEP2-GFP yeast 103, proCasp7 act -4, RPL19A-GFP yeast 102, LAP4-GFP MLPCN 96 and procasp3 activ 8.
Screening CCOC(=O)Cc1csc(SC(C)C(=O)NCC(=O)Nc2ccc(F)c(F)c2F)n1 (stereo not drawn) returned Yeast superoxide 118, AHR activator -1, GASC-1 inh 19, MEP2-GFP yeast 103, proCasp7 act 9, RPL19A-GFP yeast 105, LAP4-GFP MLPCN 85 and procasp3 activ -8.
`O=C(COc1cc2oc(=O)cc(-c3ccccc3)c2cc1Cl)NC(Cc1c[nH]c2ccc(O)cc12)C(=O)O` (stereo not drawn) gave Yeast superoxide 90, AHR activator 1, GASC-1 inh 4, MEP2-GFP yeast 98, proCasp7 act 3, RPL19A-GFP yeast 95, LAP4-GFP MLPCN 111 and procasp3 activ 0.
Screening O=C1CCN(Cc2nc(-c3ccc(Cl)cc3)no2)CCN1 returned Yeast superoxide 94, AHR activator 13, GASC-1 inh -9, MEP2-GFP yeast 100, proCasp7 act 1, RPL19A-GFP yeast 95, LAP4-GFP MLPCN 111 and procasp3 activ 6.
